IkB signaling: inhibitors of IkB signaling in ABC-DLBCL cells; ABC-DLBCL IkBa-CBG/CBR dual luciferase ratio, 4 h; response scale: scaled: untreated 0%, proteasome inhibitor 100%; Potency, µM (titrated, usually from 57.1 µM), inactives show at the highest dose IkBa stabilization activation; 110,000 compounds, 0.04% hits; AID 445; active = well fitted curve in the direction sought with a large enough effect in the signal ratio, not every such curve was filed as active; inconclusive = small, poorly fitted or top-dose-only effect, or a change in a side signal; the % refers to the signal ratio;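 note: the direction sought is a rising ratio; 0% = basal untreated cells and 100% = reference inhibitor full response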
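In this assay, an IκBα–CBG68 fusion accumulates when IKK-driven degradation is blocked; native CBR normalizes for cell number. OCI-Ly3 cells were treated 4 h with compound and doxycycline, then green and red light read after Chroma-Glo addition.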
p53ts 39C tox: kills p53ts cells at the nonpermissive temperature; H1299-p53A138V viability at 39C, ATP luminescence, 24 h; Potency, µM (doses to about 46.1 µM), inactives show top-dose activity change, negative = cell killing, usual class: cytotoxic; AID 902; 130,000 compounds, 1.5% hits; note: nearly all actives have a fitted effect of over 55% in size
p53ts 32C tox: kills p53ts cells at the permissive temperature; H1299-p53A138V at 32C, ATP luminescence viability, 24 h; Potency, µM (top dose mostly 46.1 µM), for the others: at the top dose activity change, negative = cytotoxicity, usual class: cytotoxic; 130,000 compounds, 0.93% hits;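 note: 0% = DMSO and -100% = full killing by reference compound; nearly all actives have a fitted effect of over 55% in size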
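H1299-p53 A138V cells (temperature-sensitive p53) exposed 24 h to up to 46 uM compound at 32C, where p53 is wild-type in conformation. Viability read as ATP luminescence and normalised to DMSO and 100 uM tamoxifen. AC50 fitted with the Hill equation.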
Imprint erasure: inducers of genomic imprint erasure in mouse ES cells; Potency, µM (highest dose often 60.7 µM), without a hit: top-dose activity change, positive = activation, actives largely listed as activators; mouse ES Peg3-LacZ reporter, beta-gal luminescence, 40 h; 110,000 compounds, 0.02% hits;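 note: 0% = negative control wells on the plate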
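Imprint erasure is scored as LacZ activity from the silenced maternal Peg3 allele in feeder-free female ES cells cultured 40 h with LIF. Luminescence is normalized to in-plate negative controls and fitted to the Hill equation.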
The depositor's hits bear a star; u = inconclusive; x = no result given; [ ] = dose if it differs, or a comment. Unless noted, calls come from the whole dose curve; as a rule, active = well fitted curve in the direction sought with a large enough effect; inconclusive = small, poorly fitted or top-dose-only effect, or another doubt; inactive = no such curve, though single readings can be large; an effect the other way counts as inactive or inconclusive. Unless noted, % is set by controls: 0 for no effect and ±100 for the full control effect; potency is the fitted concentration of half-maximal effect.

Structure,IkB signaling,p53ts 39C tox,p53ts 32C tox,Imprint erasure
COc1ccc(CCNC(=O)C(C)n2nc(C)c3sc4ccccc4c3c2=O)cc1OC (stereo unspecified),-0.9%,u,-15%,-11%[10.9 µM]
CCCC(=O)Nc1nc2c(s1)CC(C(C)(C)C)CC2 (stereo unspecified),-1.5%,8%,-9%,-8%[10.9 µM]
COc1ccc(C(=O)N(Cc2ccc(N(C)C)cc2)C2CCS(=O)(=O)C2)cc1 (stereo unspecified),0.7%,-6%,5%,9%
Cc1nn(C)c(C)c1Sc1ccc(Br)cc1,3.8%,-10%,-13%,-15%
O=C(Nc1cccc(F)c1)Nc1ccccn1,-2.0%,-11%,-4%,-58%[inhibitor]
CCCn1c(SCC(=O)O)nc2ccccc21,-1.4%,16%,8%,-19%
COc1ccc(CNC(=O)C2=CC(c3cccc(OC)c3)=NS(=O)(=O)N2C)cc1,0.0%,-25%,0%,-15%[10.9 µM]
CCOC(=O)N1CCN(Cc2ccccn2)CC1,0.6%,-4%,-8%,-3%
COc1ccc2c(c1)c1c(c(=O)n(Cc3ccccc3)c(=O)n1Cc1ccccc1)n2C,-0.4%,4%,4%,-9%[10.9 µM]
CCc1cccc(NC(=O)CCNS(=O)(=O)c2cccc3nonc23)c1,1.0%,5%,0%,-7%[10.9 µM]
O=C(CSC1=Nc2ccccc2C2=NC(Cc3ccccc3)C(=O)N12)Nc1ccccc1C(F)(F)F (stereo unspecified),-0.9%,15%,17%,14%[10.9 µM]
CC(C)OC(=O)c1c(NC(=O)c2ccco2)sc2c1CCCC2,x,8%,3%,x
Cc1ccc(F)cc1NC(=O)c1cccc(N(C)C)c1,2.1%,-16%,-10%,-5%
O=C1[C@@H]2[C@H]3[C@H](O)[C@H](O)C/C(=N/OC[C@@H](O)COCc4ccco4)[C@@H]3CC[C@H]2C(=O)N1c1ccc(F)cc1F,x,6%[9.22 µM],-2%[9.22 µM],x
COc1ccc2[nH]cc(CCNc3nc(-c4ccc(N(C)C)cc4)nc4ccccc34)c2c1,-6.5%[11.4 µM],13µM*,10µM*,-42%[inhibitor]
COc1ccccc1OCCCCn1c(-c2ccc(Cl)cc2)nc2ccccc2c1=O,1.4%,19%,1%,4%[10.9 µM]
CC1(C)CC(=O)c2cc(OCC(=O)NCc3cccnc3)ccc2O1,1.0%,-17%,-12%,4%
CCc1ccccc1NC(=O)N(C)CCc1c(C)nn(C)c1C,2.6%,u,-2%,12%[10.9 µM]
O=c1ccccn1Cc1ccccc1F,1.9%,-1%,1%,-1%
CCOc1cc(/C=N/n2cnnc2)cc(Br)c1O,0.3%,-3%,2%,-8%

Next section (2 carried over from the part before).
Structure,IkB signaling,p53ts 39C tox,p53ts 32C tox,Imprint erasure
O=c1ccccn1Cc1ccccc1F,1.9%,-1%,1%,-1%
CCOc1cc(/C=N/n2cnnc2)cc(Br)c1O,0.3%,-3%,2%,-8%
O=C(Nc1cccnc1N1CCOCC1)c1ccco1,-0.7%,-1%,-1%,5%
COc1ccc(CN2COc3ccc4c(oc(=O)c5ccccc54)c3C2)cc1OC,-2.1%,-3%,-6%,-12%[10.9 µM]
CCN1C(=O)c2cccc3c(S(=O)(=O)Nc4ccccn4)ccc1c23,8.6%,-3%,-7%,-17%
Cc1ccc(Nc2ncnc3nc[nH]c23)cc1Cl,u,47%[activator],4%,-16%
COc1ccc(Cn2cc(S(=O)(=O)c3ccc(C)cc3)c(=O)c3cc(F)ccc32)cc1,u,2%,7%,-11%[10.9 µM]
Cc1nc2scc(C)n2c(=O)c1S(=O)(=O)N1CCN(c2cccc(C(F)(F)F)c2)CC1,u,-5%,-4%,-7%[10.9 µM]
CCc1cc2c(nc1CC)CCN(CC/C(C)=N/OCC[C@@H]1C=C[C@H](OC(C)=O)[C@H](COC(C)=O)O1)C2,x,11%[9.22 µM],7%[9.22 µM],x
Cn1nc(-c2ccc(Cl)cc2)c2cc(C(=O)NCCN3CCOCC3)sc21,0.4%,-8%,0%,-15%
CCc1ccc(Cc2cnc(NC(=O)c3ccc4c(c3)CC(c3ccccc3)OC4=O)s2)cc1 (stereo unspecified),-0.7%,-24%,-6%,-9%[10.9 µM]
COC(=O)C1=C(C)N=c2s/c(=C3\C(=O)Nc4ccccc43)c(=O)n2C1c1ccccc1 (stereo unspecified),2.3%,20%,-14%,-52%[inhibitor]
Cc1occc1C(=O)NC1CCCc2ccccc21 (stereo unspecified),3.4%,4%,8%,-13%
COc1cc2c(=O)n(CC3CCCO3)c(=O)n(CC(=O)Nc3ccc(F)cc3F)c2cc1OC (stereo unspecified),-0.2%,2%,6%,-1%
Cc1cccc(C)c1OCc1nc2c3cnn(-c4cccc(F)c4)c3ncn2n1,-1.2%,6%,6%,-9%[10.9 µM]
C[C@@H](CN(C)C)CN1c2ccccc2Sc2ccccc21,0.2%[25.6 µM],-12%[20.6 µM],-9%[20.6 µM],-8%[16.8 µM]
CNC(=O)C1CCC(Cn2c(=O)[nH]c3ccsc3c2=O)CC1 (stereo unspecified),-1.9%,-10%,-2%,3%[10.9 µM]
Cc1ccc(NC(=O)C2CCCN2C(=O)Oc2ccccc2)cc1 (stereo unspecified),0.8%,-3%,3%,-2%
C(/C=C\c1ccccc1)=Nc1ccc2c(c1)Cc1ccccc1-2,-1.2%[11.4 µM],-5%[9.22 µM],-3%[9.22 µM],-1%[10.9 µM]
O=[N+]([O-])c1cc(-c2nc(-c3ccncc3)no2)ccc1NCc1ccccc1,3.7%,0%,-5%,9%[10.9 µM]
COc1ccccc1Nc1c2c(nc3ccc(NC(=O)c4cccc(OC)c4OC)cc13)CCCC2,u,u,-21%,17%[10.9 µM]
O=C(Nc1ncc(Cc2ccc(Cl)cc2)s1)c1ccc2c(c1)CC(c1ccccc1)OC2=O (stereo unspecified),-0.3%,2%,-1%,7%[10.9 µM]

Three compounds picked at random from those above, as already listed:
Structure,IkB signaling,p53ts 39C tox,p53ts 32C tox,Imprint erasure
COc1ccccc1Nc1c2c(nc3ccc(NC(=O)c4cccc(OC)c4OC)cc13)CCCC2,u,u,-21%,17%[10.9 µM]
Cc1ccc(NC(=O)C2CCCN2C(=O)Oc2ccccc2)cc1 (stereo unspecified),0.8%,-3%,3%,-2%
COc1ccc(CN2COc3ccc4c(oc(=O)c5ccccc54)c3C2)cc1OC,-2.1%,-3%,-6%,-12%[10.9 µM]

Remaining list, next part:
Structure,IkB signaling,p53ts 39C tox,p53ts 32C tox,Imprint erasure
O=C(NCC(c1cccnc1)N1CCOCC1)c1cccs1 (stereo unspecified),-1.8%,2%,-5%,-6%
COc1ccccc1CNC(=O)c1ccc(N2CCCC2)c(NC(=O)NCc2ccc(F)cc2)c1,u,2%,-28%,-16%[10.9 µM]
CC(C)CCNC(=O)CCn1nc(-c2ccccc2)ccc1=O,-0.6%,-6%,7%,14%
COc1cccc(-n2c(SCC(=O)Nc3cc(C)on3)nc3ccccc3c2=O)c1,2.7%,0%,2%,-6%
CSc1nc(C)c(Cl)c(C)c1C#N,1.9%,0%,-2%,-1%
CSc1ccc(CCNS(=O)(=O)c2ccc3c(c2)C(C)(C)C(=O)N3C)cc1,2.8%,-2%,-3%,-6%[10.9 µM]
O=C(NCCCn1ccnc1)c1cc(C2CC2)on1,4.5%,0%,-3%,-8%
CC(C)CN(CC#N)CC(C)C,0.0%[11.4 µM],2%[9.22 µM],0%[9.22 µM],-14%[10.9 µM]
COc1ccc(CNC(=O)c2ccc(NC(=O)N3CCCCc4ccccc43)cc2)c(OC)c1,0.2%,4%,0%,-19%[10.9 µM]
CCC(C)(C)NC(=O)C(c1cccn1C)N(C(=O)Cn1nnc2ccccc21)c1ccc(OC)cc1 (stereo unspecified),u,-8%,-3%,-10%
Cc1nn2c3ccccc3nc2n(Cc2ccccc2)c1=O,-0.7%,-5%,4%,0%
COc1cc(CN2CCN(S(=O)(=O)c3ccc(NC(C)=O)cc3)CC2)cc(OC)c1O,0.7%,4%,-3%,0%
Cc1cc(F)ccc1NCc1ccncc1,3.4%,2%,-5%,-11%
O=C(c1cccc([N+](=O)[O-])c1)N(c1ccccn1)c1ccccn1,x,1%,-5%,x
Cc1ccc(S(=O)(=O)N(CCc2ccccc2)CC(=O)Nc2ccc(Br)cc2)cc1,12%,-22%,8%,-8%[10.9 µM]
Cc1cccc2cc3c(NC(=O)C(C)C)nn(C)c3nc12,0.3%,4%,7%,-7%
CCCCNC(=O)CSc1nc2cc3c(cc2c(=O)n1CCCC(=O)NCCc1ccc(OC)c(OC)c1)OCO3,-2.2%,-18%,12%,-9%[10.9 µM]
Cc1cn2c(=O)cc(COc3ccccc3NC(=O)c3ccc(C(C)(C)C)cc3)nc2s1,-1.0%,u,-10%,-10%[10.9 µM]
CCOC(=O)c1sc2ncn(CC(=O)Nc3ccc(OCC)cc3)c(=O)c2c1C,3.1%,-18%,5%,-3%[10.9 µM]
O=C(Cn1cnc([N+](=O)[O-])n1)N/N=C/c1cccc2ccccc12,x,-7%,15%,x
CC(C)OCCCNC(=O)c1ccc(NC(=O)C2CCCO2)cc1 (stereo unspecified),0.9%,-2%,-2%,-7%
COc1ccc(NC(=O)CSc2nnc(Cn3c(=O)sc4ccccc43)n2C)c(OC)c1,2.4%,4%,-2%,-15%
CCC(CC)c1nn2c(=O)cc(COc3ccc(NC(=O)c4cccc(C)c4)cc3)nc2s1,2.3%,-13%,2%,20%[10.9 µM]
Cc1nc2ccccn2c1C(=O)NC1CCCCC1,3.0%,9%,-1%,-13%
Cc1c(C(=O)OCc2ccccc2)[nH]c2c1C(=O)CC(c1ccc(Cl)cc1)C2 (stereo unspecified),2.5%,-21%,-11%,-8%[10.9 µM]
COc1ccc(-c2noc(COc3ccc4ccccc4c3Br)n2)cc1OC,2.7%,6%,1%,-11%
FC(F)(F)c1ccccc1-c1cc(NCCN2CCOCC2)ncn1,0.0%[11.4 µM],-6%,1%,-3%
CCOc1ccc(NC(=O)Cn2c(=O)n(-c3ccccc3)c(=O)c3c4c(sc32)CCCC4)cc1,-1.2%,-10%,-9%,20%[10.9 µM]
Cc1ccc(S(=O)(=O)N2CCCc3cc(NS(=O)(=O)c4ccc(C)c(C)c4)ccc32)cc1,2.3%,-15%,12%,-9%[10.9 µM]
CCN1CCCC1CNC(=O)c1cc(S(=O)(=O)CC)c(N)cc1OC (stereo unspecified),x,2%,2%,-5%
COc1cc(OC)c(NC(=O)Nc2ccc(OC)c(OC)c2)cc1Cl,-0.9%,9%,5%,1%
CCc1ccc(CNC(=O)c2ccc(Cn3c(=O)c4cccn4c4cccnc43)cc2)cc1,-0.7%,-13%,-2%,-9%[10.9 µM]
CCCCC,0.1%,-1%,-20%[1.84 µM],-2%
COc1ccc(OC)c(CNC(=O)C2CCCN(c3nc4ccccc4o3)C2)c1 (stereo unspecified),7.9%,6%,5%,-6%
Cc1ccc(-n2c(SCC3CCCCO3)nnc2-c2ccco2)cc1 (stereo unspecified),-0.8%,16%,3%,-14%
CC(C)NC(=O)N1CCCC2(CCN(C(=O)c3cccn3C)CC2)C1,0.7%[11.4 µM],-8%,-7%,x
CCC1CN(C(=O)N2CCC(C(=O)NCc3cc(OC)ccc3OC)CC2)c2ccccc2O1 (stereo unspecified),-1.2%,-13%,9%,-14%[10.9 µM]
COc1ccc(-c2cc3ccccc3n2CC(O)CNC(CO)(CO)CO)cc1 (stereo unspecified),-0.1%,-1%,5%,-31%[inhibitor]
COc1cc(C2N(c3cccc(Cl)c3)C(=O)C3CCCN32)cc(OC)c1OC (stereo unspecified),2.7%,2%,-9%,-19%

Screening data from PubChem BioAssay.
